Screening results: PubChem, several laboratories
SR-BI DiI-HDL act = activators of SR-BI mediated DiI-HDL uptake, primary screen, ldlA[mSR-BI] CHO cells, DiI fluorescence; 3 h; 100 = double the neutral-control signal; activation, % at 12.5 µM; 320,000 tested, 0.096% active; AID 504775, 2011;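 active = mean replicate activation of at least 60% and every replicate at or above 60%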;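 also: 0% = median plate neutral-control signal and 100% = twice that signal; values of inactives mirror those of a sister screen read the other way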
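material = CHO ldlA[mSR-BI] cells | medium = Ham's F12 with 0.5% BSA, HEPES 25 mM, pH 7.4 | reagent = fluorescent DiI-HDL, 10 µg/mL final | compound dosing = single-point compound dose | incubation = 3 h, 37 °C | measured by = bottom-read fluorescence, 550/595 nm | measure = HDL uptake via cellular fluorescence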
CAL PDZ FP-1 = untagged CAL PDZ binding inhibitors, primary screen, biochemical, fluorescence polarization, HTS | Golgi-associated PDZ and coiled-coil motif-containing protein (Homo sapiens), Q9HD26 | purified CAL PDZ, TMR-peptide fluorescence polarization, 1 h | inhibition, % at 24.9 µM | 300,000 tested, 0.92% active | AID 602252, 2012;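 active = mean inhibition of at least 30% with at least half of replicates also reaching 30%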;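 also: 0% = DMSO neutral control and 100% = excess unlabeled competitor peptide PRC23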
Rtt109 HAT inh = inhibitors of C. albicans Rtt109/Vps75 HAT, primary screen, biochemical, ThioGlo CoA-SH fluorescence, plate reader; Histone acetyltransferase RTT109 (Candida albicans (strain SC5314 / ATCC MYA-2876)), …; purified Rtt109/Vps75, 4 h; inhibition, % at 34.9 µM; 330,000 tested, 0.16% active;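 active = inhibition of at least 50% in every replicate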
Cardiac RTF inh = cardiac RTF calcium sensitivity inhibitors, primary screen, biochemical, IANBD-TnC fluorescence, EC70 calcium | IANBD-labeled cardiac RTF, Ca2+ fluorescence | 340,000 tested, 0.12% active | inhibition, % at 7.15 µM;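 active = inhibition above the mean inhibition of all tested compounds plus 3 SD, cut at about 17% in these data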;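 also: assay run at fixed EC70 calcium of 1.6 mM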
DAGLB inhibitor = DAGLB lipase inhibitors, primary screen, biochemical, fluorescence, HTS; inhibition, % at 5.17 µM; HEK293T DAGLB membrane lysate, EnzChek fluorogenic substrate; Diacylglycerol lipase-beta (Homo sapiens), Q8NCG7; 340,000 tested, 0.059% active; AID 504411, 2011; in the data active = inhibition above about 34%;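 also: 0% = enzyme with vehicle and 100% = wells lacking enzyme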
Keap1 Nrf2 FP = Keap1-Nrf2 protein-protein interaction inhibitors, primary screen, biochemical, fluorescence polarization, single point. inhibition, % at 9.4 µM. 340,000 tested, 0.15% active. AID 504523, 2011. Keap1 Kelch-Nrf2 peptide fluorescence polarization, 1536-well; in the data active = inhibition above about 12%;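 also: human Keap1 Kelch domain with fluorescein labeled Nrf2 9mer peptide probe; 0% = neutral control wells and 100% = peptide positive control; higher means more block of Keap1 binding to Nrf2 peptide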
Target sequence (Q14145 whole entry, looked up, the tested form may be a part): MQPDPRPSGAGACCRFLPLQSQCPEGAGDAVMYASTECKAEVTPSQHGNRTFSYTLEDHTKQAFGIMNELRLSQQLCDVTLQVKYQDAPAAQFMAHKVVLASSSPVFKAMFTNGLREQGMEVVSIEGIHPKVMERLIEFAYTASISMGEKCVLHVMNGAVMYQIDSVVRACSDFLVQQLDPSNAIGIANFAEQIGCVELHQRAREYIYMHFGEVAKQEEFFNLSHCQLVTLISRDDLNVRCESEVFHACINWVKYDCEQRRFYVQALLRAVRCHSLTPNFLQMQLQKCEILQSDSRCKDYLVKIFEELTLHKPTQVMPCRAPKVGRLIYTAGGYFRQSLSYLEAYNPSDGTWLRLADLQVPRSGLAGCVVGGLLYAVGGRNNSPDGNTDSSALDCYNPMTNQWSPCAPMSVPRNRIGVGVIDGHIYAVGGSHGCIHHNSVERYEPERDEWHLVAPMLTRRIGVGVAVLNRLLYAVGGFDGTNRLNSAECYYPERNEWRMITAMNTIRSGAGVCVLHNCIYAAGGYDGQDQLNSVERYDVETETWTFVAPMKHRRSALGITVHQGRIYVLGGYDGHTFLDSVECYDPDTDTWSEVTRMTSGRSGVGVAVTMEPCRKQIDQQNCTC
CAL PDZ FP-2 = CAL PDZ peptide-binding inhibitors, primary screen, biochemical, fluorescence polarization, Cer-tagged CAL PDZ, HTS. 330,000 tested, 0.02% active. purified CAL PDZ, TMR-peptide fluorescence polarization, 1 h. Golgi-associated PDZ and coiled-coil motif-containing protein (Homo sapiens), Q9HD26. inhibition, % at 20 µM. AID 504414, 2011;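 active = highest replicate inhibition of at least 40%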;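 also: plate controls were DMSO neutral control wells for no effect and unlabeled competitor peptide control wells for full effect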
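System: purified tagged CAL PDZ domain construct (CerCALP). Schedule: 1 h incubation at room temperature before polarization reading. Medium: 25 mM sodium phosphate pH 7.4, 150 mM NaCl, TCEP, IgG, Thesit. Read-out: percent inhibition from loss of millipolarization. Measured by: FP readout, S and P plane fluorescence. Probe or stimulus: fluorescent TMR peptide probe.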
C-LANA FP = inhibitors of KSHV C-LANA binding to DNA, primary screen, biochemical, fluorescence polarization, FAM-LBS DNA, MBP-C-LANA, single point. Kaposi's sarcoma herpesvirus LANA C-terminal domain (residues 932-1162) DNA binding. inhibition, % at 9 µM. 340,000 tested, 0.078% active;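 active = highest replicate inhibition at or above 60% at 9 µM, even if other replicates fall short; inactive = all replicates below 60% inhibition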;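 also: 0% = neutral control wells and 100% = 4 µM acridine orange control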
PKA-R2B activ = activators of PKA-R2B holoenzyme, primary screen, biochemical, fluorescence polarization, Cy5-IP20, human; cAMP-dependent protein kinase catalytic subunit beta (Homo sapiens) + cAMP-dependent …; PKA-R2B holoenzyme dissociation; R2B truncated from residue 108, S112A mutant; 0% DMSO only, 100% 113 µM cGMP; activation, % at 11.4 µM; 340,000 tested, 0.079% active; AID 504700, 2011;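 active = activation above a cutoff set at the mean over all compounds plus 3 SD, cut at about 18% in these data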;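 also: higher means more holoenzyme dissociation and a rise in polarization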
Target sequence (P31323 whole entry, looked up, other chains not shown, the tested form may be a part): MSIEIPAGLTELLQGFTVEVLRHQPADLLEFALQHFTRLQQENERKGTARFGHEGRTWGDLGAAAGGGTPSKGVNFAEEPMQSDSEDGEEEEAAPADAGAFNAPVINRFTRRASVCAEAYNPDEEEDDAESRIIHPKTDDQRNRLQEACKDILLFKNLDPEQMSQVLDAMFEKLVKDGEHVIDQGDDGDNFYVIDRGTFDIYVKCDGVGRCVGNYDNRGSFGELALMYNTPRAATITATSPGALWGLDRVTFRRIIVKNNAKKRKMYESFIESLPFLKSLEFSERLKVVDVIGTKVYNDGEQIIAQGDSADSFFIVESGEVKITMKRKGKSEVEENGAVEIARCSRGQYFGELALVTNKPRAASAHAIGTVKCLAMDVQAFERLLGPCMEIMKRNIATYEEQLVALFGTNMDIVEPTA
RTF Ca sens act = cardiac RTF calcium sensitivity activators, primary screen, biochemical, IANBD-TnC fluorescence, EC20 calcium. Troponin I, cardiac muscle (Homo sapiens) + Troponin T, cardiac muscle (Homo sapiens) + …. 340,000 tested, 0.24% active. IANBD-labeled TnC RTF fluorescence at EC20 calcium; 0% EC20 calcium, 100% full calcium. activation, % at 7.2 µM;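 active = activation above the mean over all tested compounds plus 3 SD, cut at about 30% in these data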;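 also: rise in fluorescence read as greater calcium sensitivity of cardiac thin filaments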
* hit, by the source's call; & = joins results of further samples. These rows are one share of the data; the hit share may differ from the screen's.

Screening Oc1ccc(Cl)c(Cl)c1Cl returned SR-BI DiI-HDL act 13, CAL PDZ FP-1 3, Rtt109 HAT inh 4, Cardiac RTF inh 4, DAGLB inhibitor -1, Keap1 Nrf2 FP 4, CAL PDZ FP-2 -1.1, C-LANA FP 1.1, PKA-R2B activ -7 and RTF Ca sens act -1.
Screening COc1ccc(C(CN(C)C)C2(O)CCCCC2)cc1 (stereo not drawn) returned SR-BI DiI-HDL act -2, CAL PDZ FP-1 -5, Rtt109 HAT inh -14, Cardiac RTF inh 6, DAGLB inhibitor 1, Keap1 Nrf2 FP -2, CAL PDZ FP-2 0.0, C-LANA FP -1.9, PKA-R2B activ 2 and RTF Ca sens act 5.
For O=c1[nH]c(=S)[nH]c(O)c1N=Nc1ccc(SC(F)F)cc1 the results were SR-BI DiI-HDL act 10, CAL PDZ FP-1 0, Rtt109 HAT inh -3, Cardiac RTF inh -4, DAGLB inhibitor 6, Keap1 Nrf2 FP -6, CAL PDZ FP-2 -0.6, C-LANA FP -0.8, PKA-R2B activ -5 and RTF Ca sens act 3.
For CCc1ccc(CNCCc2ccc(F)cc2)cc1 the results were SR-BI DiI-HDL act 3, CAL PDZ FP-1 -7, Rtt109 HAT inh -4, Cardiac RTF inh -9, DAGLB inhibitor 2, Keap1 Nrf2 FP -4, CAL PDZ FP-2 -0.6, C-LANA FP 1.1, PKA-R2B activ -3 and RTF Ca sens act 7.
C=CCn1c(O)c(C(CC)=Nc2ccc(C(=O)O)cc2)c(=O)[nH]c1=O was read as SR-BI DiI-HDL act 5, CAL PDZ FP-1 -4, Rtt109 HAT inh -3, Cardiac RTF inh 1, DAGLB inhibitor -3, Keap1 Nrf2 FP 0, CAL PDZ FP-2 0.3, C-LANA FP 0.6, PKA-R2B activ -1 and RTF Ca sens act 0.
`NC(=O)c1cn(C2OC(CO)C(O)C2O)c2ncnc(N)c12` (stereo not drawn) gave SR-BI DiI-HDL act 10&16, CAL PDZ FP-1 2&-5, Rtt109 HAT inh -2&5, Cardiac RTF inh 0&2, DAGLB inhibitor -5&0, Keap1 Nrf2 FP 2&2, CAL PDZ FP-2 0.5&0.7, C-LANA FP -1.0&3.4, PKA-R2B activ 9&3 and RTF Ca sens act -5&2.
For Nc1ccc(S(=O)(=O)N2CCCCC2c2cccnc2)cc1 (stereo not drawn) the results were SR-BI DiI-HDL act 6, CAL PDZ FP-1 -4, Rtt109 HAT inh -3, Cardiac RTF inh -2, DAGLB inhibitor -3, Keap1 Nrf2 FP 0, CAL PDZ FP-2 -1.1, C-LANA FP 0.5, PKA-R2B activ 7 and RTF Ca sens act 7.
CCCNC(=O)N1[C@H]2CC[C@@H]1C(C(=O)OC)=C(c1ccccc1)C2 was read as SR-BI DiI-HDL act 18, CAL PDZ FP-1 -1, Rtt109 HAT inh 3, Cardiac RTF inh -8, DAGLB inhibitor 0, Keap1 Nrf2 FP 3, CAL PDZ FP-2 0.3, C-LANA FP 1.9, PKA-R2B activ 1 and RTF Ca sens act -3.
Screening CCOc1ccc(-n2c(O)c(C=NCCCn3ccnc3)c(=O)[nH]c2=O)cc1 returned SR-BI DiI-HDL act 7, CAL PDZ FP-1 -2, Rtt109 HAT inh 12, Cardiac RTF inh -3, DAGLB inhibitor 2, Keap1 Nrf2 FP 3, CAL PDZ FP-2 -1.4, C-LANA FP -0.9, PKA-R2B activ -1 and RTF Ca sens act 9.
For COC(=O)C1=C(c2ccc(OC(F)(F)F)cc2)C[C@@H]2CC[C@H]1N2C(=O)N1CCCCC1 the results were SR-BI DiI-HDL act 24, CAL PDZ FP-1 -1, Rtt109 HAT inh 3, Cardiac RTF inh -4, DAGLB inhibitor -7, Keap1 Nrf2 FP 2, CAL PDZ FP-2 1.0, C-LANA FP -1.6, PKA-R2B activ -8 and RTF Ca sens act -6.
For C(=N\NC1=NCCCCC1)/c1c[nH]c2ccccc12 the results were SR-BI DiI-HDL act -6, CAL PDZ FP-1 -1, Rtt109 HAT inh 1, Cardiac RTF inh 6, DAGLB inhibitor -1, Keap1 Nrf2 FP -7, CAL PDZ FP-2 0.6, C-LANA FP -20, PKA-R2B activ 0 and RTF Ca sens act 3.
Cc1c(Cl)cccc1N1C(=O)NC(=O)/C(=C\c2cc(C)n(-c3cccc(C(=O)O)c3C)c2C)C1=O was read as SR-BI DiI-HDL act 13, CAL PDZ FP-1 -4, Rtt109 HAT inh 17, Cardiac RTF inh -6, DAGLB inhibitor 6, Keap1 Nrf2 FP -3, CAL PDZ FP-2 1.2, C-LANA FP 9.8, PKA-R2B activ 2 and RTF Ca sens act -5.
Screening COc1ccccc1CCNC(=O)CCC(=O)N1CC2C[C@@H](C1)Cn1c2cccc1=O returned SR-BI DiI-HDL act 12, CAL PDZ FP-1 -1, Rtt109 HAT inh -7, Cardiac RTF inh -1, DAGLB inhibitor -1, Keap1 Nrf2 FP 0, CAL PDZ FP-2 1.1, C-LANA FP -0.6, PKA-R2B activ 2 and RTF Ca sens act -5.
CCOP(=S)(OCC)SCCSCC was read as SR-BI DiI-HDL act 12, CAL PDZ FP-1 1, Rtt109 HAT inh -12, Cardiac RTF inh -11, DAGLB inhibitor -5, Keap1 Nrf2 FP -2, CAL PDZ FP-2 -3.0, C-LANA FP 0.3, PKA-R2B activ -10 and RTF Ca sens act -5.
CCN(CC)c1ccc([N+](=O)[O-])c2cccnc12 was read as SR-BI DiI-HDL act -16, CAL PDZ FP-1 -1, Rtt109 HAT inh -5, Cardiac RTF inh 10, DAGLB inhibitor 5, Keap1 Nrf2 FP -1, C-LANA FP -1.0, PKA-R2B activ 8 and RTF Ca sens act -3.
`ClC1=CCC2CN(CCN3CCCCC3)CC2C1` (stereo not drawn) gave SR-BI DiI-HDL act 4, CAL PDZ FP-1 1, Rtt109 HAT inh -10, Cardiac RTF inh -11, DAGLB inhibitor 1, Keap1 Nrf2 FP 3, CAL PDZ FP-2 -1.3, C-LANA FP 0.4, PKA-R2B activ -9 and RTF Ca sens act -9.
For Oc1cc2c(cc1CN1CCN(c3ccc(F)cc3)CC1)OCO2 the results were CAL PDZ FP-1 -2, Rtt109 HAT inh 1, Cardiac RTF inh 0, DAGLB inhibitor -1, Keap1 Nrf2 FP -2, CAL PDZ FP-2 -1.6, C-LANA FP 1.9, PKA-R2B activ -4 and RTF Ca sens act -4.
Screening COc1cccc(N(C(C)=O)C2=NCCCS2)c1 returned SR-BI DiI-HDL act 13, CAL PDZ FP-1 -1, Rtt109 HAT inh 3, Cardiac RTF inh 1, DAGLB inhibitor 1, Keap1 Nrf2 FP 0, C-LANA FP -2.6, PKA-R2B activ 4 and RTF Ca sens act -2.
Screening O=C(O)c1ccc(Cl)nc1 returned SR-BI DiI-HDL act 44, CAL PDZ FP-1 -5, Rtt109 HAT inh -6, Cardiac RTF inh 4, DAGLB inhibitor 0, Keap1 Nrf2 FP 3, CAL PDZ FP-2 -2.0, C-LANA FP 2.3, PKA-R2B activ -5 and RTF Ca sens act 0.
For COc1cccc(NC(=O)[C@@H](NC(=O)N2C[C@H]3C[C@@H](C2)c2cccc(=O)n2C3)C(C)C)c1 the results were SR-BI DiI-HDL act -11, CAL PDZ FP-1 -2, Rtt109 HAT inh -5, Cardiac RTF inh 1, DAGLB inhibitor -2, Keap1 Nrf2 FP -2, CAL PDZ FP-2 0.4, C-LANA FP -1.8, PKA-R2B activ 2 and RTF Ca sens act 4.
Screening O=C1CN=C(c2ccc(Br)cc2)c2oc3ccccc3c2N1 returned SR-BI DiI-HDL act -3, CAL PDZ FP-1 -3, Rtt109 HAT inh -2, Cardiac RTF inh 7, DAGLB inhibitor 0, Keap1 Nrf2 FP -1, CAL PDZ FP-2 0.1, C-LANA FP -0.7, PKA-R2B activ 6 and RTF Ca sens act -6.
`CCS(=O)(=O)CCSP(=O)(OC)OC` gave SR-BI DiI-HDL act 10, Rtt109 HAT inh -24, Cardiac RTF inh 0, DAGLB inhibitor -1, Keap1 Nrf2 FP -5, CAL PDZ FP-2 0.9, C-LANA FP -0.1, PKA-R2B activ -3 and RTF Ca sens act -2.
For COC(=O)C1=C(c2ccc(C(C)=O)cc2)C[C@@H]2CC[C@H]1N2C(=O)NCc1ccc(F)cc1 the results were SR-BI DiI-HDL act -1, CAL PDZ FP-1 -1, Rtt109 HAT inh -1, Cardiac RTF inh -7, DAGLB inhibitor -4, Keap1 Nrf2 FP -3, CAL PDZ FP-2 0.9, C-LANA FP 3.3, PKA-R2B activ -2 and RTF Ca sens act 10.
`O=[N+]([O-])c1ccc(N2CCCCC2)c2ncccc12` gave SR-BI DiI-HDL act -16, CAL PDZ FP-1 2, Rtt109 HAT inh 12, Cardiac RTF inh 1, DAGLB inhibitor 4, Keap1 Nrf2 FP -2, CAL PDZ FP-2 0.4, C-LANA FP 0.4, PKA-R2B activ 8 and RTF Ca sens act 0.
CCN(CC)CCCOC(=O)C(OC(C)C)(c1ccccc1)c1ccccc1 was read as SR-BI DiI-HDL act -2, CAL PDZ FP-1 6, Rtt109 HAT inh 10, Cardiac RTF inh -34, DAGLB inhibitor 3, Keap1 Nrf2 FP 2, CAL PDZ FP-2 -2.3, C-LANA FP 1.6, PKA-R2B activ -2 and RTF Ca sens act 17.
COc1ccc2c(c1)/C(=C/c1cnc[nH]1)C(=O)N2 was read as SR-BI DiI-HDL act 12, CAL PDZ FP-1 5, Rtt109 HAT inh -6, Cardiac RTF inh 4, DAGLB inhibitor 6, Keap1 Nrf2 FP 0, CAL PDZ FP-2 0.0, C-LANA FP 0.3, PKA-R2B activ 16 and RTF Ca sens act -2.
